# From PubChem
# HT1080 IDH1KD tx – toxicity to HT-1080 IDH1 knockdown cells (counter line); HT-1080 IDH1 knockdown viability, ATP luminescence, 48 h; Potency, µM (top dose mostly 46.1 µM), for the others: top-dose activity, negative = toxicity, most hits filed as cytotoxic; 360,000 compounds, 2% hits;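 also: potency is read from the fitted curve at half-maximal effect; 0% = DMSO wells and -100% = cell-free medium wells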
#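 Assay cells: HT-1080 with IDH1 knockdown, 750 per well, RPMI/5% FBS. Exposure: 48 h at 37 °C following 2 h pre-incubation. Read: CellTiter-Glo luminescence; fitted concentration-response, curve class assigned.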
# HT1080-NT tox – kills 2HG-producing HT-1080-NT fibrosarcoma cells | HT-1080-NT fibrosarcoma viability, CellTiter-Glo ATP luminescence, 48 h | Potency, µM (top dose mostly 46.1 µM), for the others: top-dose activity, negative = less viability, most hits filed as cytotoxic | 360,000 compounds, 1.6% hits;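 also: NT is the 2HG producing partner of a matched IDH1 knockdown line; potency is read from the fitted curve at half-maximal effect; 0% = DMSO-treated cells and -100% = media-only wells without cells; nearly all actives have a fitted effect of over 55% in size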
#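 Read-out is CellTiter-Glo luminescence after 10 minutes at room temperature, following 48 hours' compound treatment of HT-1080-NT cells (750 cells/well, RPMI, 5% FBS, 37 degrees C).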
# MCF10A rereplic – induces DNA re-replication in MCF 10a normal breast cells. Potency, µM (top dose mostly 46.1 µM), for the others: at the top dose activity, positive = re-replication, actives largely listed as activators. AID 624296. 350,000 compounds, 2.9% hits. MCF 10A DNA re-replication, Hoechst nuclear intensity, 48 h; also: potency is read from the fitted curve at half-maximal effect; % of control where 0% means no effect; nearly all actives have a fitted effect of over 50% in size
# HepG2 viability – HepG2 cytotoxicity, counter-screen for TGF-b inhibitors; HepG2 CAGA-GFP viability, ATP luminescence, 18 h; Potency, µM (top dose mostly 46.1 µM), for inactives: at the top dose activity change, negative = cytotoxicity, actives largely listed as cytotoxic; 410,000 compounds, 0.76% hits; also: potency is read from the fitted curve at half-maximal effect; some results filed as inactive show a strong effect at the top dose
#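 HepG2 CAGA-GFP cells (1000/well, DMEM with 1% FBS) received compound, then TGF-beta at 500 pg/mL final, and were incubated 18 hours at 37 degrees C. Viability was read by CellTiter-Glo luminescence. Media-only wells were set as complete cell-killing and DMSO as no toxicity.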
# IL-1B inflam inh – blocks inflammasome-driven IL-1 beta release. 360,000 compounds, 4.7% hits. activity change, % at 57.5 µM. THP-1 LPS/ATP IL-1B secretion, AlphaLISA, 16 h; stronger effect = lower value. AID 743279; in the data active = activity change below about -50%; inconclusive = mostly about -30% to -49%; also: % is scaled to controls: 0 for no effect and ±100 for the full control effect
#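 Secreted IL-1B measured by AlphaLISA bead assay after 16 h compound exposure of THP-1 cells; compounds (final up to 57.5 uM) added 1 h before LPS (250 ng/mL) and ATP (1.25 mM) stimulation; lower signal means less secretion.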
# ATXN2 expr inh – reduces ATXN2 reporter expression in HEK-293 cells. 360,000 compounds, 0.72% hits. Potency, µM (highest dose often 57 µM), inactives show at the top dose activity change, negative = inhibition, actives largely listed as inhibitors. HEK-293 ATXN2-luciferase reporter, luminescence, 24 h; also: potency is read from the fitted curve at half-maximal effect; % is scaled to controls: 0 for no effect and ±100 for the full control effect; nearly all actives have a fitted effect of over 55% in size
#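 qHTS (up to 57 uM final) was run with 24 h compound exposure of reporter cells at 37 °C. Each well was multiplexed: SteadyGlo luminescence measured ATXN2-luciferase expression after a fluorogenic Gly-Phe-AFC viability readout (25 uM final).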
# SW480 rerep – inducers of DNA re-replication in SW480 colon cancer cells; SW480 DNA re-replication, Hoechst DNA content imaging, 48 h; Potency, µM (series often up to 46.1 µM), inactives show at the highest dose re-replication activation, actives largely listed as activators; 340,000 compounds, 1.8% hits; also: potency is read from the fitted curve at half-maximal effect; % of control where 0% means no effect; nearly all actives have a fitted effect of over 55% in size
#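 Per well, 250 cells were exposed to pinned compound for 48 hr. Nuclear DNA was visualised with Hoechst (40 min, 37 C) and total object intensity recorded by fluorescence scanning.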
# ATXN viability – viability counter-screen for ATXN expression inhibitors | S2 cells (HEK-293 line with an ATXN2-luciferase reporter) viability, CellTiter-Fluor protease fluorescence, 24 h | Potency, µM (top dose mostly 56.7 µM), hits mostly cytotoxic | 400,000 compounds, 0.49% hits; also: potency is read from the fitted curve at half-maximal effect; nearly all actives have a fitted effect of over 40% in size
# KB-3-1 tox – KB-3-1 parental cell cytotoxicity. KB-3-1 viability, CellTiter-Glo ATP luminescence, 72 h. Potency, µM (top dose mostly 46.1 µM), without a hit: top-dose activity change, negative = cytotoxic, hits mostly cytotoxic. 400,000 compounds, 1.4% hits; also: potency is read from the fitted curve at half-maximal effect; % is scaled to controls: 0 for no effect and ±100 for the full control effect; nearly all actives have a fitted effect of over 60% in size
#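 Cells are dispensed, compounds pinned in, plates held at 37 °C for 72 h, then CellTiter-Glo is added and luminescence read after 10 minutes. Cell line: parental KB-3-1 in phenol-red-free DMEM, 10% FBS.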
# * marks the source's active call; other numbers are inactive results; i = inactive; ? = inconclusive; nt = no result given; [ ] = dose if it differs, or a comment. Unless noted, calls follow the shape of the dose curve; as a rule, active = well fitted curve in the direction sought with a large enough effect; inconclusive = small, poorly fitted or top-dose-only effect, or another doubt; inactive = no such curve, though single readings can be large; an effect the other way counts as inactive or inconclusive. Random draw from the library. Share with any hit: about 8.9%.
SMILES,HT1080 IDH1KD tx,HT1080-NT tox,MCF10A rereplic,HepG2 viability,IL-1B inflam inh,ATXN2 expr inh,SW480 rerep,ATXN viability,KB-3-1 tox
C#CCOCCOCCOCCNc1nc(N2CCN(C(=O)[C@H](CCCN=C(N)N)n3cc(C(N)[C@@H](C)CC)nn3)CC2)nc(N2CCN(C(=O)[C@H](CCC(=O)O)n3cc([C@@H](N)CC(N)=O)nn3)CC2)n1 (stereo partly specified),4%,7%,?,7%,0,-4%,-48%[inhibitor],i,0%
Cc1ccc(C2=C(O)c3ccccc3C(=O)C2=O)cc1,-20%,0%,-3%,-32%,11,-23%,0%,?,-25%
Cc1cccc(NC(=O)c2ccc(CN3CCN(Cc4ccccc4)CC3)cc2)c1,-3%,4%,-49%[inhibitor],0%,60,-20%,-32%,i,-1%
CC(=O)c1ccc(N2CCN(CC(O)COC(c3ccccc3)c3ccccc3C)CC2)cc1 (stereo unspecified),?,?,?,-21%,?,-38%,?,i,-13%
C/C(=N\NC(=O)c1ccccc1)c1ccccc1Br,?,?,-13%,-10%,0,nt,-12%,i,-1%
Cc1ccc2cccc(NC3OC(=O)c4ccccc43)c2n1 (stereo unspecified),0%,-1%,-1%,-4%,25,-14%,-1%,i,1%
Cc1ccc(-c2ccc(=O)n(CC(=O)Nc3ccc(F)c(Cl)c3)n2)cc1C,nt,nt,nt,-1%,nt,7%,nt,i,0%
c1cc(-c2cc3nc(NC4CCCCC4)ccn3n2)ccc1OCCN1CCOCC1,21µM*,21µM*,nt,-72%,-76*,?,nt,25µM*,?
N/C(=N\OC(=O)Cc1cccs1)c1cccc([N+](=O)[O-])c1,10%,20%,0%,-32%,-2,8%,-2%,?,-1%
COc1cccc(Nc2ncnc3onc(-c4ccccc4OC)c23)c1,5%,-1%,-2%,3%,18,-2%,-5%,i,0%
COc1ccc(OC)c(-n2c(-c3cc(-c4ccco4)[nH]n3)n[nH]c2=S)c1,1%,-14%,8%,-31%,37,-3%,3%,i,17%
CCC(=O)Nc1cccc(SC)c1,4%,9%,-3%,4%,-3,-4%,-5%,i,-1%
CCN(CC)S(=O)(=O)c1ccc(C)c(NC(=S)N2CCN(C/C=C/c3ccccc3)CC2)c1,-9%,-2%,26%,-23%,-7,nt,27%,?,?
CN(C)CC(C)(C)NS(=O)(=O)c1ccc(Cl)cc1,1%,10%,15µM*,-8%,-6,3%,?,i,7%
CC(C)N1CCc2c(sc(NC(=O)CCS(=O)(=O)c3ccccc3)c2C(N)=O)C1,4%,-8%,?,0%,-4,3%,?,i,?

# 9 of the compounds above, with tabs.
structure	HT1080 IDH1KD tx	HT1080-NT tox	MCF10A rereplic	HepG2 viability	IL-1B inflam inh	ATXN2 expr inh	SW480 rerep	ATXN viability	KB-3-1 tox
C#CCOCCOCCOCCNc1nc(N2CCN(C(=O)[C@H](CCCN=C(N)N)n3cc(C(N)[C@@H](C)CC)nn3)CC2)nc(N2CCN(C(=O)[C@H](CCC(=O)O)n3cc([C@@H](N)CC(N)=O)nn3)CC2)n1 (stereo partly specified)	4%	7%	?	7%	0	-4%	-48%[inhibitor]	i	0%
Cc1ccc(C2=C(O)c3ccccc3C(=O)C2=O)cc1	-20%	0%	-3%	-32%	11	-23%	0%	?	-25%
Cc1cccc(NC(=O)c2ccc(CN3CCN(Cc4ccccc4)CC3)cc2)c1	-3%	4%	-49%[inhibitor]	0%	60	-20%	-32%	i	-1%
CC(=O)c1ccc(N2CCN(CC(O)COC(c3ccccc3)c3ccccc3C)CC2)cc1 (stereo unspecified)	?	?	?	-21%	?	-38%	?	i	-13%
C/C(=N\NC(=O)c1ccccc1)c1ccccc1Br	?	?	-13%	-10%	0	nt	-12%	i	-1%
Cc1ccc2cccc(NC3OC(=O)c4ccccc43)c2n1 (stereo unspecified)	0%	-1%	-1%	-4%	25	-14%	-1%	i	1%
Cc1ccc(-c2ccc(=O)n(CC(=O)Nc3ccc(F)c(Cl)c3)n2)cc1C	nt	nt	nt	-1%	nt	7%	nt	i	0%
c1cc(-c2cc3nc(NC4CCCCC4)ccn3n2)ccc1OCCN1CCOCC1	21µM*	21µM*	nt	-72%	-76*	?	nt	25µM*	?
N/C(=N\OC(=O)Cc1cccs1)c1cccc([N+](=O)[O-])c1	10%	20%	0%	-32%	-2	8%	-2%	?	-1%

# Other records:
SMILES,HT1080 IDH1KD tx,HT1080-NT tox,MCF10A rereplic,HepG2 viability,IL-1B inflam inh,ATXN2 expr inh,SW480 rerep,ATXN viability,KB-3-1 tox
Cc1ccsc1C(=O)NC(C)c1ccc2c(c1)OCO2 (stereo unspecified),0%,0%,15%,2%,1,-4%,-20%,i,-5%
CC(C)(C)c1ccc(C(=O)O/N=C(\N)Cc2cccs2)cc1,?,?,nt,-21%,3,nt,nt,nt,5%
COc1ccc(CN(C)CCCn2cnc3c(OCc4ccccc4)ncnc32)cc1OC,-1%,1%,?,2%,12,-16%,-12%,i,0%
COC(=O)C1=C(C(=O)OC)[C@@H]2Nc3ccccc3[C@@]23C[C@@H](C(=O)OC)N=C3N1,-2%,1%,9%,3%,9,1%,-10%,i,-5%
COc1cccc(C(=O)Nc2c(C)n[nH]c2C)c1,3%[9.24 µM],-3%,5%,0%,-3,-14%,3%,i,6%
Cn1c(=O)c2c(nc3n2CC(O)CN3c2ccc(O)cc2)n(C)c1=O (stereo unspecified),7%,1%,1%,5%,19,-6%,0%,i,13%
COc1ccccc1C(=O)NCC(=O)NC(C)CCc1ccccc1 (stereo unspecified),5%,1%,?,13%,9,0%,-3%,i,nt
Cc1ccc(C23CC4CC(CC(C(=O)NC(C)C(N)=O)(C4)C2)C3)cc1 (stereo unspecified),12%,6%,-1%,8%,17,nt,-6%,i,3%
CCOc1cc(N2CCOCC2)c(OCC)cc1NC(=O)c1ccccc1,9%,16%,1%,-18%,-18,-10%,3%,i,4%
Cc1ccc(-c2noc(CC(c3ccccc3)c3ccccc3)n2)cc1,4%,6%,20%,1%,5,-5%,-1%,i,0%
CCCc1cc(C(=O)N2CCCC(CO)(CCCc3ccccc3)C2)n(C)n1 (stereo unspecified),12%,1%,2%,-13%,i,7%,?,i,-14%
NC(=O)C1CCN(C(=O)CN(C2CCCCC2)S(=O)(=O)c2ccc(F)cc2)CC1,2%,-3%,2%,-2%,3,7%,3%,i,1%
COc1cccc(C(=O)NCCNC(=O)c2ccccn2)c1,21%,12%,-2%,10%,8,12%,-8%,i,22%
COC(=O)CCCC1=CC2=C(c3ccccc3)C(=O)C(C)(OC(=O)C3CCCC3)C(=O)C2=CN1C1CCCC1 (stereo unspecified),-16%,-9%,-1%,4%,25,-9%,?,?,11%
Cc1ccc(CNC(=O)c2ccc(N3CCC4(CC3)CC(c3ccccc3)=NO4)c(N)c2)cc1,-3%,-1%,48%,-45%,40,-16%,-1%,?,0%
Cc1noc(C(=O)Nc2ccc(F)cc2F)c1Cl,13%,1%,1%,-6%,-11,27%,5%,?,4%
Cc1ccccc1Oc1ccc2c(c1)[C@@H]1C[C@H](N(C)C(=O)c3ccc(C#N)cc3)[C@H]([C@H](C)O)C(=O)N1CC2,-7%,-15%,-8%,1%,-23,-10%,3%,?,-3%
CC(=O)c1cnc(SCCN2C(=O)c3ccccc3C2=O)nc1C,-6%,-3%,200%[0.0737 µM],-14%,8,19%,-4%,i,1%
CS(=O)c1nc(-c2ccc(Br)cc2)cc(-c2ccccc2)c1C#N (stereo unspecified),3.5µM*,5.6µM*,16%,-7%,-70*,13µM*,2%,20µM*,?
COc1cc2c(cc1OC)[C@@H]1Cc3cc4c(cc3[C@H](C2)N1C)OCO4,6%,-10%,11%,-14%,-1,0%,-9%,i,3%
Cc1nc2nc(SCC(=O)NCCCN3CCOCC3)nn2c(C)c1Cc1ccccc1,11%,0%,6%,0%,9,nt,-8%,i,14%
COc1ccccc1S(=O)(=O)N(C)C[C@H]1OCc2cnnn2CCCC(=O)N([C@@H](C)CO)C[C@@H]1C,8%,1%,nt,-3%,13,1%,nt,i,3%
Cc1cc(CNC(=O)Cc2c(F)cccc2Cl)nn1C,7%,-7%,4%,-3%,31,49%[activator],0%,i,-8%
COc1cccc(CNC(=O)C2CCC(=O)N(CC3CCCCC3)C2)c1OC (stereo unspecified),-2%,-12%,2%,9%,3,0%,0%,i,-10%
Fc1ccc(N2CCN(C3CCC(c4ccccc4)CC3)CC2)cc1 (stereo unspecified),5%,10%,6%,-49%,12,-6%,?,?,-1%
O=C(Nc1cccc(F)c1)c1cccnc1N1CCOCC1,4%,5%,-2%,2%,7,0%,-15%,i,10%
O=C1C=C(N(CCO)Cc2ccccc2)c2ccccc2C1=O,15µM*,8.2µM*,6.5µM*,10µM*,-98*,27µM*,15µM*,nt,?
COc1ccccc1CC(=O)Nc1ccc([N+](=O)[O-])cc1O,?,?,?,-26%,-63*,?,-5%,i,?
CCc1cc(C(=O)N(CC)CC(=O)Nc2c(F)cccc2F)sc1C,1%,8%,nt,14%,0,nt,nt,i,-2%
COc1cc(NC(=S)N2CCN(S(C)(=O)=O)CC2)cc(OC)c1,4%,8%,1%,0%,18,10%,3%,i,0%
